# From PubChem
# MKP-3 inhibition: MKP-3 phosphatase inhibitors, primary screen, biochemical, rat enzyme, in vitro (AID 425); recombinant MKP-3 phosphatase activity, fluorescence; higher % means a stronger effect; inhibition, % at 20 µM; hits with a dose series show IC50 in µM; 110,000 tested, 0.17% active; in the data active means inhibition above about 50%;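 further: plate controls were vehicle for no effect and reference inhibitor for full effect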
# Hsp70 displacement: small molecules displacing fluorescent ligand from Hsp70 – biochemical, fluorescence polarization, primary screen (AID 583). displacement, % at 20 µM, or IC50 in µM where a hit was titrated. Hsp70 fluorescence polarization probe displacement, mP; higher % means a stronger effect. 140,000 tested, 0.06% active; in the data active means displacement above about 50%;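 further: plate controls were vehicle for no effect and reference ligand for full effect; a part of the inactive calls stands beside numbers as strong as those of hits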
# The depositor's hits bear a star; / = not tested or not shown; & = joins results of further samples.
SMILES,MKP-3 inhibition,Hsp70 displacement
Cc1ccc(NC(=O)CS(=O)CC(=O)NC2CCN(Cc3ccccc3)CC2)c(C)c1 (stereo not given),6.4%,-1.4%
O=C(Cn1cc2c(n1)CCCCC2)Nc1ccc(F)cc1F,-11.9%,-4.5%
COc1cc(C(=O)N2CCC(NC(=O)C(Cc3ccc(C)cc3)NC(C)=O)CC2)cc(OC)c1OC (stereo not given),-18.9%,6.0%
CCOc1ccccc1NC1c2ccccc2C(=O)N1c1ccc(C)cn1 (stereo not given),-10.6%,1.0%
Cc1nc(SCC(=O)N2CCC(C(N)=O)CC2)n[nH]1,-7.6%,0.4%
O=C(OC(C(=O)NC1CCCCC1)c1ccccc1)c1ccco1 (stereo not given),/,7.0%
O=C1NC(=O)N(c2ccccc2)C(=O)/C1=C\c1ccc(Br)o1,8.3%,4.6%
CCCC(=O)c1cc2cc(Cl)ccc2oc1=O,-9.1%,1.5%
COc1ccc(CNC(=O)CSc2nc3nc(C)cc(C)n3n2)cc1,-4.3%,-1.4%
COc1ccc(S(=O)(=O)NCC2CCCO2)cc1C(=O)O (stereo not given),2.2%,-1.3%
O=C(N/N=C/c1cccc(Cl)c1Cl)c1ccc(Cl)c(Cl)c1,-3.3%,3.3%
O=C(NCC1CCCO1)c1c(Cl)cccc1Cl (stereo not given),2.1%,-5.5%
Cc1cccc(N2C(=O)C(=O)/C(=C(\O)c3ccccc3)C2c2cccc(F)c2)c1 (stereo not given),-1.7%,0.8%
CCC(C)c1c(O)nc(SCC(=O)N2CCOCC2)[nH]c1=O (stereo not given),-3.7%&-1.2%,-4.1%&-1.2%
Cc1ccccc1-c1nc2ccccc2o1,-0.9%,3.1%&-0.1%
COc1cccc(Nc2c(F)c(OC)c(F)c(F)c2C(=O)O)c1,6.6%,1.2%
Nn1cc(-c2ccccc2)nc1SCC(=O)NCCN1C(=O)CSC1=O,-12.0%,-1.9%
NC(=O)CSc1cccc2cccnc12,1.2%,2.3%
CC(C)COC(=O)CCn1[nH]c(=O)c2ccccc2c1=O,-7.4%,1.7%
Cc1ccc(N=Cc2cccc(O)c2O)cc1I,4.1%,-0.7%
CCOc1ncccc1C(=O)N1CCN(Cc2ccc3c(c2)OCO3)CC1,/,-3.1%
Cc1[nH]c(=S)[nH]c(=O)c1Cc1ccccc1,0.7%,-3.8%
Cc1ccc(OCC(=O)Nc2cccc(Cl)c2C)c(Br)c1,-0.9%,-1.4%
CC(C)Oc1ccccc1NC(=O)CSc1nc2ccccc2n1C,0.9%,2.3%
COC(=O)c1cc(=O)nc2sc(-c3ccc(F)cc3)nn12,3.4%,-3.2%
COc1cccc(NC(=O)c2ccc3snnc3c2)c1,/,-2.3%
CCOc1ccccc1NC(=O)c1cncc(Br)c1,2.8%,-6.0%
CC1CCCN(Cc2nc3c(c(=O)n(C)c(=O)n3C)n2CCCc2ccccc2)C1 (stereo not given),/,-1.3%
O=[N+]([O-])c1ccc(-c2[nH]nc(-c3ccccc3)c2-c2nc3ccccc3[nH]2)cc1,0.4%,-7.1%
O=C(CSc1nnc(CNC(=O)c2c(F)cccc2Cl)o1)Nc1ccccc1,4.3%,/
O=C(Nc1nc(-c2ccc3ccccc3c2)cs1)c1ccc(Cl)cc1[N+](=O)[O-],1.0%,3.6%
Cc1noc(C)c1S(=O)(=O)N1CCCC(C(=O)NCc2ccccn2)C1 (stereo not given),-6.5%,-1.7%
Cc1ccc(C(=O)c2c[nH]cc2-c2ccccc2)cc1,/,3.5%
Cc1cc(C)c(OCC(=O)Nc2ccc3c(c2)OCO3)cc1C,-5.0%,1.5%
COc1ccc(-c2n[nH]c(=S)n2CC(C)C)cc1,/,-0.2%
COc1ccc(NC(=O)c2cnccn2)c(OC)c1,0.4%,20.1%
c1csc(CNc2nc3ccccc3n2CCN2CCOCC2)c1,-4.9%,/
O=C(CN(C(=O)CNS(=O)(=O)c1ccccc1)C1CCCC1)NCC1CCCO1 (stereo not given),0.2%,-7.8%
Cc1ccc(-c2nc3cc(Cl)ccc3o2)cc1NC(=O)C(Cl)(Cl)Cl,-4.1%,1.6%
COc1ccc(-c2csc(N)c2C(=O)OC(C)C)cc1OC,0.2%,-4.1%
O=C1c2[nH]nc(-c3ccccc3O)c2C(c2ccc(F)cc2)N1CC1CCCO1 (stereo not given),-2.4%,1.1%
COc1ccccc1-c1csc(Cc2nnc3n2CCCCC3)n1,/,1.8%
COCCCN1C(=O)c2cccc3cccc(c23)C1=O,1.1%,2.7%
CN(Cc1ccncc1)C1CC(=O)N(c2ccc(Cl)cc2)C1=O (stereo not given),-7.5%,-1.8%
CC(=O)c1cccc(NC(=O)CCS(=O)(=O)c2cccc3nonc23)c1,-8.1%,-1.5%
Cc1cccc(-c2nc(CS(=O)CC(=O)NCC3CCCO3)c(C)o2)c1 (stereo not given),-10.3%,1.7%
CCc1c(C)c(C#N)c2nc3ccccc3n2c1Nc1ccc(OC)cc1,2.4%,-0.3%
COc1ccc(CN(CC(=O)NCC2CCCO2)C(=O)CCC(=O)Nc2cc(C)on2)cc1 (stereo not given),-14.0%,3.7%
COc1ccc(Br)cc1-c1noc(-c2ccccc2F)n1,-15.5%,0.2%
Cc1ccc(S(=O)(=O)Nc2ccc3c(c2)ncn3C)cc1,0.7%,-0.4%
CCN(CC)S(=O)(=O)c1csc(C(=O)OCC(=O)c2ccccc2)c1,/,-4.5%
Cc1ccc(CC2CC(=O)N(c3cc(C)on3)C2=O)cc1 (stereo not given),-5.6%,-2.6%
COC(=O)c1cc(NC(=O)C2CC2)cc(C(=O)OC)c1,3.9%,-1.5%
Cn1c(SCc2nn[nH]n2)nc2c1c(=O)n(Cc1ccccc1Cl)c(=O)n2C,-7.9%,-0.4%
c1cc(-c2nnc3sc(C4CCCCC4)nn23)ccn1,-4.2%,-2.7%
Cn1c(-c2sc3cc(C(F)(F)F)cnc3c2-c2ccccc2)n[nH]c1=S,/,-0.8%
CCCc1cc(=O)n2[nH]c(-c3cccc(Cl)c3)cc2n1,-0.8%,0.9%
CCCC(=O)Nc1sc(C)c(C)c1C(=O)Nc1ccccc1OC,0.2%,-0.7%
Cc1cccc(N2C(=O)c3cccc4c(N(C)CCO)ccc(c34)C2=O)c1,-5.8%,84.0%
COC(=O)C1CC(=O)N(c2ccc(Cl)cc2)C1 (stereo not given),5.0%,/
# The listing continues:
SMILES,MKP-3 inhibition,Hsp70 displacement
N#CC1=C(N)SC(N)=C(C#N)C1c1ccoc1,6.4%,-15.2%
Cn1c(C(=O)O)c(CC(=O)NCC2COc3ccccc3O2)c2ccccc21 (stereo not given),6.5%,1.9%
COc1ccc(OC)c(NC(=O)CSc2nnc(-c3ccco3)n2-c2ccc(C(=O)O)cc2)c1,-2.7%,-2.9%
CN(C)CCCN1C(=O)CSC1c1cccc([N+](=O)[O-])c1 (stereo not given),-0.4%,-2.9%
COc1ccc(OC)c(C2=C/C(=C/c3cc(OC)c(OC)c(OC)c3)C(=O)O2)c1,0.8%,-9.6%
CCOC(=O)N1CCC(Nc2c(NCCCN3CCN(CC)CC3)c(=O)c2=O)CC1,/,-4.5%
O=C(Nc1ccccc1Cl)c1cnccn1,-19.3%,0.3%
CC(=O)Nc1ccc(NC(=O)CSc2ccc(C)cc2)cc1,/,3.6%
COc1ccc(Cc2nc(-c3ccc(Cl)cc3)no2)cc1OC,2.6%,-2.4%
Cc1sc2nc(SC(C)C)nc(N)c2c1C,-6.4%,1.8%
N#Cc1c(SCC(N)=O)nsc1SCc1ccc(Cl)cc1,11.5%,-0.3%
CC1(C)Cc2c(sc3c2C(=O)N(c2ccccc2)C2=NCCN23)CS1,/,-2.3%

# 2 neighbouring entries already listed:
SMILES,MKP-3 inhibition,Hsp70 displacement
N#CC1=C(N)SC(N)=C(C#N)C1c1ccoc1,6.4%,-15.2%
Cn1c(C(=O)O)c(CC(=O)NCC2COc3ccccc3O2)c2ccccc21 (stereo not given),6.5%,1.9%

# Further records
SMILES,MKP-3 inhibition,Hsp70 displacement
Clc1ccc(Br)cc1-c1nc(-c2ccncc2)no1,-6.5%,0.8%
Fc1ccccc1COc1ccccc1/C=N/n1cnnc1,3.7%,2.1%
CCC1(C)Cc2ccccc2/C(=C/C(=O)N2CCCCC2)N1 (stereo not given),2.1%,6.8%
CC1(C)Cc2c(sc3ncn4nnnc4c23)CO1,-4.7%,8.8%
CCCS(=O)(=O)c1c(S(=O)(=O)CCC)c2c(N)cccn2c1C(=O)c1ccc(OC)cc1,-2.4%,0.3%
Cc1ccc(Nc2c3c(nc4ncnn24)CC(C)CC3)cc1 (stereo not given),/,-1.4%
CS(=O)(=O)N1CCC(C(=O)NCCN2CCN(Cc3ccccc3)CC2)CC1,3.1%,5.3%
CC1CCc2c(sc(NC(=O)c3cccnc3)c2C#N)C1 (stereo not given),0.5%,-0.4%
COc1ccc(/C=C\C(=O)c2ccc([N+](=O)[O-])cc2)cc1OC,2.6%,-7.4%
Cc1cc(C)n(-c2nncn2NC(=O)c2ccc(Cl)cc2O)n1,-15.1%,-6.5%
Nc1nonc1C(=O)OCC(=O)N1CCCCC1,2.0%,5.9%
CC(C)NC(=O)C1CC1(c1ccccc1)c1ccccc1 (stereo not given),-1.6%,-0.5%
COc1ccc(CC(=O)Nc2ccc3c(c2)CCC3)cc1S(=O)(=O)N1CCOCC1,-11.7%,1.7%
CCOc1ccc(N2C(=O)CN=C2Nc2ccccc2F)cc1,/,-2.9%
CCOc1cc(N2CCOCC2)c(OCC)cc1NC(=O)c1nc2nccc(C)n2n1,1.2%,-1.6%
Cn1nnc(C(O)CNCc2cccs2)n1 (stereo not given),-5.4%,1.5%
O=C(NCCN1CCNCC1)C(=O)Nc1ccc(F)cc1,-0.4%,2.6%
COc1cc2nc(C3CCC3)n(NC(=O)C(OC(C)=O)c3ccccc3)c(=O)c2cc1OC (stereo not given),1.9%,0.0%
COc1cc(C(=O)N=Nc2c(O)[nH]c3ccc(Br)cc23)cc(OC)c1OC,10.9%,2.3%
CN/C(=C/[N+](=O)[O-])NCCSCc1ccc(CN(C)C)o1,-3.5%,0.6%
CN(C1=NC(=O)/C(=C\c2ccc(F)cc2)S1)c1ccc(O)cc1,-1.2%,2.1%
Nc1nc2n(n1)C(c1cccs1)CC(c1ccc(Br)cc1)N2 (stereo not given),1.9%,-1.1%
COc1cc(C2C(C(=O)/C=C/c3ccccc3)=C(O)C(=O)N2c2ccccc2)ccc1O (stereo not given),1.3%,-2.0%
c1ccc(-c2cc(CSc3nc4ccccc4[nH]3)on2)cc1,-8.1%,3.6%
Cc1ccc(S(=O)(=O)N(CCCO)Cc2cc3c(C)ccc(C)c3[nH]c2=O)cc1,/,4.7%
CCn1cc(C(=O)N2CC=C(c3ccccc3)CC2)c(=O)c2ccc(C)nc21,3.8%,-1.9%
CCOC(=O)c1sc(C)c2c(=O)n(CCCN3CCOCC3)cnc12,-2.0%,-2.7%
CCn1c(CSc2nc(C)cc(C)n2)nnc1SCC(=O)N1CCCc2ccccc21,-15.6%,0.3%
COc1ccc(NC(=O)c2oc3ccccc3c2NC(=O)c2ccc3c(c2)OCO3)cc1,-4.8%,-3.3%
COc1ccc(N2CCN(Cc3nc4c(c(=O)n(C)c(=O)n4C)n3Cc3cccc(C)c3)CC2)cc1,0.0%,3.2%
CN(C)CCN1C(=O)C(=O)/C(=C(/O)c2ccccc2)C1c1ccccc1 (stereo not given),3.5%,3.2%
COc1ccc(CCn2c(=N)c(C(=O)NCc3ccco3)cc3c(=O)n4ccccc4nc32)cc1OC,-2.8%,6.4%
O=C1CSC(c2ccc([N+](=O)[O-])cc2)N1CC12CC3CC(CC(C3)C1)C2 (stereo not given),-1.5%,-1.5%
CC(C)N(C(=O)CSc1nc2c([nH]1)c(=O)n(C)c(=O)n2C)c1ccccc1,-1.2%,5.2%
O=c1cc(C(F)(F)C(F)F)oc2c1ccc1ccccc12,-0.3%,0.6%
CCCN(CC(=O)c1cc(C)n(C)c1C)S(=O)(=O)c1cccc(C(F)(F)F)c1,-4.2%,-0.2%
O=C(Oc1cc(-c2ccccc2)c2oc(=O)sc2c1)c1ccc([N+](=O)[O-])cc1,1.1%,-2.9%
Cc1nn2c(c1-c1ccccc1)NC1=C(C(=O)CCC1)C2c1cccnc1 (stereo not given),-0.6%,-4.5%
O=C(CSCC(=O)Nc1ccccc1)NCC(=O)c1ccccc1,2.3%,-7.3%
CCOC(=O)C1=C(C)NC2=C(C(=O)CCC2)C1c1ccc(N(C)C)cc1 (stereo not given),0.6%,1.5%
COc1ccccc1N1CCN(S(=O)(=O)c2cccc(F)c2)CC1,-13.9%,-5.5%
CCCN(C#N)c1nc(NCC)nc(NC(C)C)n1,0.5%,-6.1%

# Structures listed so far that contain a thiophene ring, fused or not (12):
SMILES,MKP-3 inhibition,Hsp70 displacement
c1csc(CNc2nc3ccccc3n2CCN2CCOCC2)c1,-4.9%,/
COc1ccc(-c2csc(N)c2C(=O)OC(C)C)cc1OC,0.2%,-4.1%
CCN(CC)S(=O)(=O)c1csc(C(=O)OCC(=O)c2ccccc2)c1,/,-4.5%
Cn1c(-c2sc3cc(C(F)(F)F)cnc3c2-c2ccccc2)n[nH]c1=S,/,-0.8%
CCCC(=O)Nc1sc(C)c(C)c1C(=O)Nc1ccccc1OC,0.2%,-0.7%
Cc1sc2nc(SC(C)C)nc(N)c2c1C,-6.4%,1.8%
CC1(C)Cc2c(sc3c2C(=O)N(c2ccccc2)C2=NCCN23)CS1,/,-2.3%
CC1(C)Cc2c(sc3ncn4nnnc4c23)CO1,-4.7%,8.8%
CC1CCc2c(sc(NC(=O)c3cccnc3)c2C#N)C1 (stereo not given),0.5%,-0.4%
Cn1nnc(C(O)CNCc2cccs2)n1 (stereo not given),-5.4%,1.5%
Nc1nc2n(n1)C(c1cccs1)CC(c1ccc(Br)cc1)N2 (stereo not given),1.9%,-1.1%
CCOC(=O)c1sc(C)c2c(=O)n(CCCN3CCOCC3)cnc12,-2.0%,-2.7%

# This is a subset; the hit share may differ from the screen's.
